# FBW7 act = FBW7 E3 ligase activators, primary screen, biochemical, AlphaScreen, human; F-box/WD repeat-containing protein 7 (Homo sapiens), Q969H0; AlphaScreen FBW7–phospho-cyclin E peptide binding, activator screen; normalized activity (activation), % at 26.1 µM; hit rate 0.13% among 650,000; in the data active means normalized activity above about 1.9%;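 further: purified mutant Fbw7 with reduced substrate affinity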
# Target sequence (Q969H0 whole entry, looked up): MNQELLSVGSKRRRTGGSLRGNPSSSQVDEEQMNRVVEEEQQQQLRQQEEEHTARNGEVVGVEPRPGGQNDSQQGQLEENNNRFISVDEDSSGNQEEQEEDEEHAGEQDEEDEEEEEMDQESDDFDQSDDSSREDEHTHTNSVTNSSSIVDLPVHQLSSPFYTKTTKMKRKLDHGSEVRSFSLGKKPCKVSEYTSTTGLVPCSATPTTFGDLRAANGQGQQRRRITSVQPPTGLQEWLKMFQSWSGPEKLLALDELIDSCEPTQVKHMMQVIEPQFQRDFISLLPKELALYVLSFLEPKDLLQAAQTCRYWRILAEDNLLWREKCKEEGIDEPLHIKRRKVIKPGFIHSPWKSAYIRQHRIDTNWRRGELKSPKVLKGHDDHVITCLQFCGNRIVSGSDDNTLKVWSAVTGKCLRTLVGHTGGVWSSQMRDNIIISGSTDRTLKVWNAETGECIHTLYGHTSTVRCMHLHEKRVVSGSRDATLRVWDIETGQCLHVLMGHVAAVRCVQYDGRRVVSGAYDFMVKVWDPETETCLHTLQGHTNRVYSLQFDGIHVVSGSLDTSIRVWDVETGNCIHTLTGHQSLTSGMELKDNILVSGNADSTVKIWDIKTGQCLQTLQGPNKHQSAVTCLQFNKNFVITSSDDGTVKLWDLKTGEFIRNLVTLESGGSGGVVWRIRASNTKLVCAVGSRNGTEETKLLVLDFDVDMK
# MITF primary = MITF inhibitors, primary screen, biochemical, AlphaScreen, human; AlphaScreen MITF homodimerization, bead proximity signal; inhibition, % at 2.6 µM; hit rate 0.91% among 650,000; in the data active means inhibition above about 50%;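 further: 0% = vehicle wells with protein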
# GPR151 activ = activators of human GPR151, primary screen, cell-based, PathHunter beta-arrestin, luminescence. G-protein coupled receptor 151 (Homo sapiens), Q8TDV0. PathHunter beta-arrestin GPR151 cells. activation, % at 11.2 µM. hit rate 1% among 650,000. AID 1508602, 2020; in the data active means activation above about 4.9%;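 further: 0% = median of compound wells and 100% = cells with positive control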
# Target sequence (Q8TDV0 whole entry, looked up): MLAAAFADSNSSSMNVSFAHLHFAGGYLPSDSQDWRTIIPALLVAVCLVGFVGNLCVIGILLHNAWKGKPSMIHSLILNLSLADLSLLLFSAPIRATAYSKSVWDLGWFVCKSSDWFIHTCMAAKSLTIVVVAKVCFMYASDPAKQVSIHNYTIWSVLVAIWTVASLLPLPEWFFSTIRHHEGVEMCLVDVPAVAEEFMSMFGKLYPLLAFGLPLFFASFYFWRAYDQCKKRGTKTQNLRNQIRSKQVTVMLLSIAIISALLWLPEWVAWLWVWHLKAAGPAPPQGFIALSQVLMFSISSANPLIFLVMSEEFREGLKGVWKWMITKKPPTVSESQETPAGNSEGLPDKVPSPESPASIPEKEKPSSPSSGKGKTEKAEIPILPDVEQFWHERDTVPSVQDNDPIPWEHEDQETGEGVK
# TEAD-YAP inh = TEAD-YAP interaction inhibition, primary screen, TEAD-YAP interaction inhibitor project, luminescence, HEK-TIYL cells. inhibition, % at 9.12 µM. hit rate 1.4% among 640,000. TEAD-Gal4/YAP UAS-luciferase luminescence; in the data active means inhibition above about 32%;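 further: 0% = median of test compound wells and 100% = reference inhibitor wells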
# Numbers without * were called inactive; . = not tested or not shown. This is a random part of the collection; 3.4% or so of the library scored in one or more.
# A first look:
SMILES,FBW7 act,MITF primary,GPR151 activ,TEAD-YAP inh
CCOC(=O)c1sc(NC(=O)C(C)Sc2nnc(CNC(=O)c3cccc(C)c3)n2C)c(C(=O)OCC)c1C (stereo not drawn),-0.1,-4,0.6,2
CCOC(=O)c1c(NC(=O)COc2ccccc2)sc2c1CCN(CC)C2,-0.4,17,-0.8,-9
CCCC(=O)OCCNc1cc(SCCC(=O)OC)c2nonc2c1[N+](=O)[O-],-0.2,3,0.2,-5
Oc1ccc(C2COc3cc(O)ccc3C2)cc1 (stereo not drawn),.,1,2.8,.
O=[N+]([O-])c1cc(F)c(N2CCCCC2)cc1N1CCCCC1,-0.2,14,-0.3,9
N#Cc1ccc(OCC(=O)OCC(=O)Nc2ccc(F)cc2[N+](=O)[O-])cc1,0.0,-11,-0.3,1
O=C(CSc1nc2cc(C(=O)NCCC3=CCCCC3)ccc2c(=O)n1CCc1ccccc1)c1ccccc1,-0.1,7,1.0,3
COc1ccc(N2CCN(C3CC(=O)N(c4ccc(OC)cc4)C3=O)CC2)cc1 (stereo not drawn),0.0,10,0.4,-3
N#Cc1ccc(N2C(=O)C3CCCCC3C2=O)cc1 (stereo not drawn),0.0,4,1.1,-1
O=C(Nc1ccc(-c2cn3ccsc3n2)cc1)c1cccnc1Cl,1.3,10,-0.7,46*
COc1ccc(Cl)cc1NC(=O)c1c(O)c2ccccc2n(C)c1=O,0.1,-2,-0.5,1
CCN1CCN(C(c2cccnc2)c2ccc3cccnc3c2O)CC1 (stereo not drawn),-0.2,68*,-0.7,15
COc1ccc(NC(=O)c2cccnc2SC)cc1Cl,1.1,17,-1.6,-28
Nc1nc(NCCCN2CCCC2=O)cc(Nc2ccncn2)n1,-0.1,4,-0.9,-5
O=C(Cc1ccc(N2CCC(NC3CCOCC3)CC2)cc1)NCc1ccccc1,0.2,-4,-0.8,-5
COC(=O)CN(C)C1CCC(=O)N(Cc2ccc(F)cc2F)CC1 (stereo not drawn),0.0,9,-0.1,8
COc1ccc(OC)c(C2/C(=C(/O)c3ccccc3)C(=O)C(=O)N2c2cccnc2)c1 (stereo not drawn),-0.1,0,0.1,-4
COc1ccc(/C=C(\C#N)C(=O)Nc2sc3c(c2C(N)=O)CCC(C)C3)cc1 (stereo not drawn),-0.1,9,1.4,0

# The whole of this part, repeating the preview:
SMILES,FBW7 act,MITF primary,GPR151 activ,TEAD-YAP inh
CCOC(=O)c1sc(NC(=O)C(C)Sc2nnc(CNC(=O)c3cccc(C)c3)n2C)c(C(=O)OCC)c1C (stereo not drawn),-0.1,-4,0.6,2
CCOC(=O)c1c(NC(=O)COc2ccccc2)sc2c1CCN(CC)C2,-0.4,17,-0.8,-9
CCCC(=O)OCCNc1cc(SCCC(=O)OC)c2nonc2c1[N+](=O)[O-],-0.2,3,0.2,-5
Oc1ccc(C2COc3cc(O)ccc3C2)cc1 (stereo not drawn),.,1,2.8,.
O=[N+]([O-])c1cc(F)c(N2CCCCC2)cc1N1CCCCC1,-0.2,14,-0.3,9
N#Cc1ccc(OCC(=O)OCC(=O)Nc2ccc(F)cc2[N+](=O)[O-])cc1,0.0,-11,-0.3,1
O=C(CSc1nc2cc(C(=O)NCCC3=CCCCC3)ccc2c(=O)n1CCc1ccccc1)c1ccccc1,-0.1,7,1.0,3
COc1ccc(N2CCN(C3CC(=O)N(c4ccc(OC)cc4)C3=O)CC2)cc1 (stereo not drawn),0.0,10,0.4,-3
N#Cc1ccc(N2C(=O)C3CCCCC3C2=O)cc1 (stereo not drawn),0.0,4,1.1,-1
O=C(Nc1ccc(-c2cn3ccsc3n2)cc1)c1cccnc1Cl,1.3,10,-0.7,46*
COc1ccc(Cl)cc1NC(=O)c1c(O)c2ccccc2n(C)c1=O,0.1,-2,-0.5,1
CCN1CCN(C(c2cccnc2)c2ccc3cccnc3c2O)CC1 (stereo not drawn),-0.2,68*,-0.7,15
COc1ccc(NC(=O)c2cccnc2SC)cc1Cl,1.1,17,-1.6,-28
Nc1nc(NCCCN2CCCC2=O)cc(Nc2ccncn2)n1,-0.1,4,-0.9,-5
O=C(Cc1ccc(N2CCC(NC3CCOCC3)CC2)cc1)NCc1ccccc1,0.2,-4,-0.8,-5
COC(=O)CN(C)C1CCC(=O)N(Cc2ccc(F)cc2F)CC1 (stereo not drawn),0.0,9,-0.1,8
COc1ccc(OC)c(C2/C(=C(/O)c3ccccc3)C(=O)C(=O)N2c2cccnc2)c1 (stereo not drawn),-0.1,0,0.1,-4
COc1ccc(/C=C(\C#N)C(=O)Nc2sc3c(c2C(N)=O)CCC(C)C3)cc1 (stereo not drawn),-0.1,9,1.4,0
COc1cc(/C=N/O)ccc1OC(C)C,-0.2,-6,-1.1,3
CCOC(=O)CSc1nnc(NC(=O)c2cc(Cl)ccc2Cl)s1,0.0,8,-1.3,6
Cc1cc(OCC(=O)N(C)C)c2c(C)cc(=O)oc2c1,0.2,-22,-0.8,6
Cc1csc(-c2c(C(F)(F)F)oc3cc(O)c(C)cc3c2=O)n1,-0.1,2,-0.4,-19
COc1cccc(OC)c1OCCCOc1c(OC)cccc1OC,-0.1,10,3.8,3
O=c1cc(CO)oc(C(Nc2ccccn2)c2cccc(Cl)c2)c1O (stereo not drawn),-0.1,0,5.0*,-10
CCNS(=O)(=O)c1ccc(CCC(=O)NC2CCCCC2)cc1,-0.1,2,2.1,-3
CN(C)c1ccc(C2/C(=C(/O)c3ccc(Cl)cc3)C(=O)C(=O)N2c2cccnc2)cc1 (stereo not drawn),-0.2,1,0.2,-3
O=C(Cc1cccs1)NCc1ccncc1,0.5,4,0.7,6
COc1ccc(-c2cc(-c3ccccc3)nc(NN)n2)cc1OC,0.2,10,1.0,-3
CSc1ccc(CNCc2cc(NC(=O)c3ccccn3)cc(C(=O)N(C)C)c2)cc1,-0.2,1,-0.2,0
CN(C)c1cccc(C(=O)Nc2ccc(Br)cc2)c1,0.1,21,-1.8,-20
Cc1cccc(NC(=O)c2sc3ncn(Cc4cccc(F)c4)c(=O)c3c2C)c1,0.8,7,0.4,-3
CC1CCN(c2ccc([N+](=O)[O-])cc2F)CC1,0.4,16,0.5,-2
O=C1c2ccccc2-c2nc3c(Cl)cc(C(F)(F)F)cc3nc21,0.0,6,0.0,-5
O=C(Cn1c(=O)oc2cc(S(=O)(=O)N3CCCCCC3)ccc21)Nc1cccnc1,0.0,8,-1.4,3
COc1ccc(-c2nnc(SCC(=O)Nc3ccc(C(=O)O)cc3)n2C)cc1,0.2,8,-2.2,-3
Cc1c(Cl)cccc1-n1c(=O)c(C#N)cc2c(=O)n3cccc(C)c3nc21,-0.1,5,-0.2,-3
CNCCOc1cc(C)nc(-c2ccccc2)n1,0.3,9,-0.3,1
NC(=O)CSc1nnc(-c2ccc(S(=O)(=O)N3CCCC3)cc2)n1Cc1ccco1,0.4,-6,-0.8,-6
O=C1CCCN1CCn1cnc2c(NCCN3CCOCC3)nc(Nc3nccc4ccccc34)nc21,-0.1,6,5.3*,-3
O=C(NC1CC1)c1ccc(N2CCC(Cc3ccccc3)CC2)c([N+](=O)[O-])c1,-0.1,16,0.4,-24
COC(=O)NNC(=O)N1c2ccccc2Sc2ccccc21,0.0,-8,-0.4,-3
O=C(Nc1ccc(C(=O)c2ccc(Cl)cc2)c(Cl)c1)c1cc(Cl)ccc1O,-0.1,1,1.1,40*
CCCNc1nc(Nc2ccccn2)ncc1C,0.1,6,-0.6,-8
Cc1ccc(Cn2c(SCC3OCCO3)nc3ccsc3c2=O)cc1,0.0,1,0.2,-20
Cc1ccc(C)c(N2C(=O)c3ccc(Oc4cccc([N+](=O)[O-])c4)cc3C2=O)c1,0.7,30,-0.2,0
Cn1c(CC(=O)NNC(=O)CCc2nc3ccccc3s2)nc2ccccc21,-0.7,15,0.9,2
Cn1c(=O)c2c(SCC(=O)O)nc(-c3cccc(Cl)c3)nc2n(C)c1=O,-0.1,14,0.8,-3
CC(C)N(C(=O)Cn1nc(-c2cccs2)n(-c2cccnc2)c1=O)C(C)C,0.1,9,0.7,-2
COc1ccccc1NC(=O)Nc1c(C)nn(C)c1C,0.3,10,0.7,-7
CCCCOC(=O)c1ccc(-n2c3nc(=O)n(CCCC)c(=O)c-3cc3ccccc32)cc1,0.8,13,0.1,5

# Continued:
SMILES,FBW7 act,MITF primary,GPR151 activ,TEAD-YAP inh
O=C(CCC(=O)Nc1ccc(Cl)cc1)N/N=C\c1ccc([N+](=O)[O-])cc1,0.0,20,-0.8,13
O=C(c1ccccc1Cl)n1nc(-c2cccnc2)nc1NCc1ccccc1,0.2,8,3.3,4
COc1ccc2[nH]c3nc(SCc4nnc(-c5ccccc5)o4)nnc3c2c1,0.0,5,-1.0,0
O=C(Nc1nnc(-c2ccc3c(c2)OCO3)s1)C1CCCCC1,-0.1,-7,-0.4,-7
CC(C)CC(=O)Nc1ccc2oc(-c3ccccc3F)nc2c1,0.0,1,-2.0,10
COc1cc(/C=C2/NC(=S)NC2=O)ccc1OS(=O)(=O)c1ccccc1[N+](=O)[O-],0.1,-9,-1.3,29
CCN(CC)Cc1c(NC(=O)c2ccccc2)sc(C)c1C,0.1,3,-3.3,-45
CCc1ccc(Nc2ncnc(N)c2[N+](=O)[O-])cc1,0.0,6,1.0,-11
COc1ccc(OC)c(NC(=O)N2CC(C)Sc3ccccc32)c1 (stereo not drawn),0.0,3,0.1,-3
CCCSc1ncc(Cl)c(C(=O)Nc2ccc(OC)cc2OC)n1,0.2,-6,0.9,0
Cn1c(SCC(N)=O)ncc(C(=O)Nc2ccc(F)cc2)c1=O,0.2,-15,-0.4,-10
CC1=NN(c2ccc(C(=O)O)cc2)C(=O)/C1=C\c1cccs1,0.6,1,3.1,-11
COC(=O)c1ccc(C2SCC(=O)N2c2ccc(Br)cc2)cc1 (stereo not drawn),-0.1,0,0.0,-9
Cc1oc(C)c(C(=O)NCC(=O)O)c1C(=O)NCC(=O)O,-0.2,1,-0.5,-4
O=C(/C=C/c1ccccc1)Nc1nnc(-c2ccc3c(c2)OCCO3)o1,-0.1,5,0.5,0
O=C(COc1ccccc1)NCc1nnc2n1CCN(C(=O)C1CCCO1)CC2 (stereo not drawn),0.1,7,0.4,8
O=C1CN(C(=O)COC(=O)CNC(=O)c2cc(Cl)cc([N+](=O)[O-])c2)c2ccccc2N1,0.0,2,-0.5,0
COc1ccc2oc(=O)c(-c3cn4cc(C)ccc4n3)cc2c1,-0.1,0,1.0,-14
CN1CCC(=NNC(=O)c2ccc3c(c2)NC(=O)C(C)(C)O3)CC1,-0.1,4,-0.8,4
O=C(Nc1cccnc1)c1ccc2c(c1)C(=O)N(CC1CCCO1)C2=O (stereo not drawn),0.3,15,-0.3,0
Cc1cccc(NC(=O)CCCN2C(=O)CCC2=O)c1C,0.2,2,-0.4,5
CCOC(=O)c1c(N2C(N)=C(C#N)C(c3ccc(F)cc3)C3=C2CC(C)(C)CC3=O)sc2c1CCCCC2 (stereo not drawn),-0.2,-4,1.4,-6
COc1cc(/C=C/c2ccc([N+](=O)[O-])cc2[N+](=O)[O-])ccc1O,-0.1,23,0.8,9
O=C(Nc1ccccc1Cl)C1CC(=O)N(c2ccccc2F)C1 (stereo not drawn),0.1,-2,-0.4,11
Cc1ccc(O)c(/C=N/NC(=O)c2cc(-c3ccccc3)n[nH]2)c1,0.1,3,0.5,4
COc1ccc(NC(=O)C2=C(C)NC(=O)NC2c2cc(OC)ccc2OC)cc1 (stereo not drawn),0.0,-6,1.4,5
Cn1c(CC(=O)NCCCO)c(Sc2ccccc2)c2ccccc21,0.0,14,1.5,5
Cc1ccc(S(=O)(=O)NC(=O)CSc2nc3ccccc3s2)cc1,0.6,12,-0.9,0
O=C(CCN1N=C(c2ccccc2)CCC1=O)NCCN1CCOCC1,0.6,2,-0.5,3
COc1ccccc1N1CCN(CC(O)COc2ccc(C(C)=O)cc2)CC1 (stereo not drawn),-0.1,23,0.3,-1
Cc1cc(C)c(OCC(=O)OCCNC(=O)c2cccnc2)c(C)c1,0.1,25,-0.9,2
CCCCN(C)S(=O)(=O)c1ccc(C(=O)Nc2sc3c(c2C(N)=O)CCN(C(C)C)C3)cc1,-0.1,1,-0.7,1
CCOC(=O)c1ccc(OCC2c3cc(OC)c(OC)cc3CCN2C(=O)c2ccc3c(c2)OCO3)cc1 (stereo not drawn),0.9,-9,1.6,-17
COCCNC(=O)c1c(C)nc2ccc(Br)cn12,-0.2,12,1.1,4
Cc1nc(Nc2ccc(Oc3ccccc3)cc2)cc(-c2ccncc2)n1,0.0,8,-1.7,0
Cc1ccc(C)c(NC(=O)CC(NC2CCCCC2)C(=O)O)c1 (stereo not drawn),0.0,0,0.6,-3
CC(C)(C)NCC(O)COc1c(F)cc(Br)cc1F (stereo not drawn),-0.3,-13,-0.8,9
CCCC(=O)Nc1cc(N2CCCS2(=O)=O)ccc1OC,0.0,7,-0.1,15
CCOC(=O)c1c(NC(=O)c2ccccc2F)sc2c1CCC(C)C2 (stereo not drawn),-0.1,1,-1.1,0
O=C(Cc1ccccc1)Nc1nnc(S(=O)(=O)N2CCCC2)s1,0.0,-6,-1.9,-2
CCOCCOC(=O)C1=C(C)NC2=C(C(=O)CC(C)(C)C2)C1c1cc([N+](=O)[O-])ccc1Cl (stereo not drawn),-0.2,-4,-0.9,-1
CCOC(=O)C1=C(c2ccccc2)S/C(=C2/C(=S)C(C)(C)N(C(C)=O)c3cc(OC)ccc32)S1,0.1,11,-1.8,0
Cc1ccccc1-c1c(F)c(F)c(F)c(F)c1C(=O)O,0.0,-1,-0.1,3
